PERK inh: blocks human PERK kinase | Q9NZJ5 | CHO PERK-DD fusion, SEAP luminescence translation reporter | inhibition, % at 5.6 µM | 220,000 compounds, 0.17% hits;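 active = inhibition above the mean inhibition of all tested compounds plus 3 SD, set separately per screening campaign, cut at about 2.9% in these data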;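 note: PERK kinase domain activated by AP20187 dimerizer at 100 nM; 0% = DMSO with dimerizer and 100% = rapamycin at 8.4 µM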
Wee1 degr inh: inhibitors of human Wee1 degradation; AID 1321; 220,000 compounds, 1.2% hits; HeLa Luc-Wee1K328M stability, luciferase luminescence; 100% = proteasome inhibitor MG132 effect; P30291; reporter increase, % at 5 µM;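 active = activation above the mean of all tested compounds plus 3 SD, set per screening run, cut at about 8.8% in these data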;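 note: cells exposed to compound for 20 h before luminescence read; 0% = DMSO alone and 100% = MG132 at 30 µM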
Target sequence (P30291 whole entry K328M): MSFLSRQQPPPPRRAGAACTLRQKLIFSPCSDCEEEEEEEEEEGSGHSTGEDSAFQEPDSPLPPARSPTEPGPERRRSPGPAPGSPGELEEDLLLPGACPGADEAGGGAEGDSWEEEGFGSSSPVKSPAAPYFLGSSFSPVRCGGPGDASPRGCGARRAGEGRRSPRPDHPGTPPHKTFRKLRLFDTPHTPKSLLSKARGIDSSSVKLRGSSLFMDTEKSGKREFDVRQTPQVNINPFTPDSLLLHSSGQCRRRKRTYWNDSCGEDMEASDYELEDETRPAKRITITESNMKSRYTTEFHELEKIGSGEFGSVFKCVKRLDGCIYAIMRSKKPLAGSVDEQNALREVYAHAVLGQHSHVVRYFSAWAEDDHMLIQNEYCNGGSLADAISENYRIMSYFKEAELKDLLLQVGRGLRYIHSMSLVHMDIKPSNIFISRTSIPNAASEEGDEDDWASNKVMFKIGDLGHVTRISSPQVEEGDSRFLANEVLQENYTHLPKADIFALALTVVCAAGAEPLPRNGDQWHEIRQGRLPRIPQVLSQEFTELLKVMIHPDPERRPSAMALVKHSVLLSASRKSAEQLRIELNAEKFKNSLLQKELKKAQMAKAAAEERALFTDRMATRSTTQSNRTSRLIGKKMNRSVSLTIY
NPY2 pot ag: potentiates or activates human NPY-Y2 receptor; 220,000 compounds, 0.45% hits; AID 1359; cells expressing NPY-Y2, potentiator/agonist read-out; P49146; activation, % at 3.6 µM; in the data active = activation above about 27%;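 note: cells stimulated with NPY near EC25 plus isoproterenol at EC100; 0% = vehicle plus submaximal agonist and 100% = vehicle plus saturating agonist; some results beyond the cut were filed as inactive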
BaF3 tox: reduces parental Ba/F3 cell viability, JAK2V617F counter-screen | CellTiter-Glo ATP luminescence | inhibition, % at 5.6 µM | 220,000 compounds, 1.1% hits;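 active = inhibition above a per-campaign cutoff, the mean inhibition of all tested compounds plus 3 SD, cut at about 27% in these data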;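 note: 0% = DMSO wells and 100% = JAK Inhibitor I control wells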
eIF4E-4G inh: blocks eIF4E binding to eIF4G | P63073+Q04637 | TR-FRET eIF4E-eIF4GI(517-606) binding, 2 h | inhibition, % at 21.7 µM | 220,000 compounds, 0.37% hits | AID 782;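 active = inhibition above about 30%, limit read from the data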;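 note: 0% = full FRET control wells and 100% = background wells lacking eIF4GI fragment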
S1P4 ag: activates the human S1P4 receptor | O95977 | S1P4-expressing cell line, agonist reporter assay | activation, % at 4.98 µM | 220,000 compounds, 0.35% hits; in the data active = activation above about 11%;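 note: 0% = DMSO vehicle and 100% = reference agonist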
Target sequence (O95977 whole entry, looked up): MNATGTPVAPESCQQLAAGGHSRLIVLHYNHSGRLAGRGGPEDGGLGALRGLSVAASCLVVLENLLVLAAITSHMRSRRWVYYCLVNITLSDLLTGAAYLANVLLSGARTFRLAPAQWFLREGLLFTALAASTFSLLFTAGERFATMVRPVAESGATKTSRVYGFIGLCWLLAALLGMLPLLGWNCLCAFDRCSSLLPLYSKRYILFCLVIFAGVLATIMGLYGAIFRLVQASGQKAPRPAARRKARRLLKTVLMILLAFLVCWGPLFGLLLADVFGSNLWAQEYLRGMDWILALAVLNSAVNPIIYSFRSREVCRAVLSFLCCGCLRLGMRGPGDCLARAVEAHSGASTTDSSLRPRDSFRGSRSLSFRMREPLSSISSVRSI
MDM2 E3 inh: blocks human Mdm2 ubiquitin ligase activity; cell-based MDM2 ubiquitination luciferase reporter, 2 h; 0 = plate control, 100 = twice control, blank-subtracted; signal enhancement, % at 5 µM; 210,000 compounds, 0.11% hits; AID 1230;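 active = signal enhancement of 30% or more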;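 note: luminescence tracks abundance of the self-degrading MDM2-luciferase fusion protein; higher signal means inhibition of MDM2 E3 ligase activity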
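Test system: mammalian cells stably expressing self-ubiquitinating, self-degrading MDM2 E3–luciferase fusion; Amount: 2000 cells in each well; Medium: DMEM; Schedule: 4 h settle plus 2 h compound, 37 °C; Technique: SteadyLite luciferase luminescence after 15 min room-temperature reagent incubation; Benchmarks: plate control and blank wells.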
S1P4 antagonist: antagonists of human S1P4 receptor | O95977 | S1P4-expressing cells, antagonist mode, reporter read-out | inhibition, % at 4.98 µM | 220,000 compounds, 0.26% hits; in the data active = inhibition above about 29%;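 note: 0% = wells stimulated with agonist and 100% = vehicle wells without agonist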
Ba/F3 V617F tox: lowers viability of Ba/F3 cells expressing EpoR and JAK2V617F; ATP luminescence; inhibition, % at 5.6 µM; 220,000 compounds, 1.1% hits;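 active = inhibition above the campaign mean plus 3 SD over all tested compounds, cut at about 24% in these data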;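 note: cytokine-independent growth of Ba/F3 cells driven by EpoR plus mutant JAK2; 0% = DMSO-treated cells and 100% = JAK inhibitor I control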
The depositor's hits bear a star; · = not tested or not shown; [ ] = another dose, or the depositor's remark.

Every second line gives: PERK inh | Wee1 degr inh | NPY2 pot ag | BaF3 tox | eIF4E-4G inh | S1P4 ag | MDM2 E3 inh | S1P4 antagonist | Ba/F3 V617F tox
> O=C(NN=C1C2CC3CC(C2)CC1C3)c1cccc(S(=O)(=O)N2CCOCC2)c1
 : 0.1 | -3 | -12 | 6 | 1 | 1.1 | -11 | -21 | 0
> CCOc1ccc(N2C(=O)S/C(=C\c3cccn3C)C2=O)cc1
 : 0.5 | -2 | 5 | 2 | 6 | -0.1 | -7 | -22 | 2
> COCCn1c(COC)nc2ccccc21
 : 1.0 | -1 | 11 | 1 | 4 | 1.6 | -11 | -13 | -4
> O=C(O)c1ccccc1C(=O)Nc1ccc(Oc2ccc3ccccc3c2)cc1
 : 0.0 | 5 | 5 | 38* | -2 | 1.2 | · | -10 | 46*
> CC(C)Cc1nc2sc3c(=O)n(N)cnc3c2c2c1COC(C)(C)C2
 : 1.0 | 1 | 1 | 6 | -6 | 0.0 | -12 | -8 | -4
> COc1ccc(C2CC(=O)C3=C(C2)Nc2ccccc2NC3c2coc3ccccc3c2=O)cc1OC (centres undefined)
 : -0.4 | -2 | 16 | -1 | -1 | -1.9 | -16 | -2 | -5
> COc1ccc(S(=O)(=O)N2CCCCCC2)cc1N(C)S(=O)(=O)c1ccc(Cl)cc1
 : 0.2 | -1 | -1 | 0 | 0 | 0.8 | 9 | -5 | -4
> O=C(O)CC1(CC(=O)Nc2ccccc2N2CCOCC2)CCCC1
 : 0.2 | 1 | 59* | 5 | 4 | -1.6 | -20 | 5 | -5
> O=C(O)CCNS(=O)(=O)c1ccc2c(c1)OCCCO2
 : 0.5 | 9.8* | -13 | 3 | -6 | -0.7 | -29 | 2 | 3
> COC(=O)CSc1nc(SCc2ccc(C)cc2)nc2c1CCCC2
 : 0.6 | -1 | -18 | 5 | 2 | -2.9 | -14 | -9 | 1
> CN(Cc1cccnc1)C(=O)c1cc(COc2ccc3ncccc3c2)on1
 : -0.9 | 5 | 9 | 85* | 0 | 0.4 | -28 | -9 | 54*
> CC(=O)Nc1cc2cc(NS(=O)(=O)c3ccc(Cl)cc3)ccc2oc1=O
 : 0.5 | -1 | -12 | 2 | -4 | 1.1 | -4 | 7 | -4
> COc1ccccc1-c1c(C(F)(F)F)oc2cc(OCC(=O)Nc3ccccc3C(F)(F)F)ccc2c1=O
 : 1.3 | 7 | -2 | 6 | 0 | -0.8 | 0 | -16 | -4
> O=S(=O)(/C=C/c1ccccc1)Nc1ccc(F)cc1
 : 1.0 | -2 | 15 | 5 | -1 | 0.1 | 1 | -8 | 1
> CCOC(=O)C1CN(S(=O)(=O)c2ccc(Cl)cc2)c2cc(S(=O)(=O)CC)ccc2O1 (centres undefined)
 : 1.5 | -2 | 0 | 8 | 2 | -1.0 | -26 | -22 | 5
> COc1ccc(CCNC(=O)CSc2ccc(-c3ccccc3)nn2)cc1OC
 : 0.2 | -1 | -10 | 0 | 3 | -2.2 | 1 | -10 | -2
> CCOC(=O)c1cc2c(ccn2-c2ccc(F)cc2)n1CC(=O)NC(C)(C)C
 : -1.5 | -1 | -1 | 90* | 4 | 3.4 | 9 | -6 | 5
> O=C(O)c1ccccc1S(=O)(=O)c1ccccc1CO
 : 1.3 | -2 | 14 | 3 | 2[fluorescence artefact?] | -0.9 | -4 | 3 | -1
> CCc1cc2c(SCC(=O)c3cccs3)ncnc2s1
 : 0.0 | 2 | 14 | 3 | -3[fluorescence artefact?] | -0.2 | -7 | -22 | -1
> CCOC(=O)C1CCCN(C(=O)CN2C(=O)c3ccccc3C2=O)C1 (centres undefined)
 : -0.9 | 5 | 3 | 0 | -10[fluorescence artefact?] | 2.6 | -34 | -5 | 2
> O=C(O)CCc1nnc(SCC(=O)Nc2ccc(Cl)c(C(F)(F)F)c2)[nH]c1=O
 : 0.4 | -3 | 5 | 3 | -6 | 0.6 | -9 | -1 | -5
> CSc1nc2nc3c(cc2c(=O)n1-c1cccc(C)c1)COC(C)(C)C3
 : 1.6 | 2 | 10 | 2 | 0 | 1.1 | -3 | -4 | -2
> COc1ccc(CCNC(=O)C(=O)NCC2CCCO2)cc1OC (centres undefined)
 : 0.4 | 0 | 10 | 4 | 1 | -0.4 | · | -2 | -1
> O=C(NNC(=O)c1cccc2ccccc12)c1ccc(-c2ccccc2)cc1
 : -0.6 | 4 | -1 | 5 | 1 | -0.7 | · | -20 | -2
> Cc1cc(C(=O)CSc2nnc(-c3cccs3)o2)c(C)n1-c1ccccc1
 : 0.7 | 1 | 2 | 4 | -27 | -0.1 | -46 | -6 | -2
> CN(Cc1ccc(OCC(O)CN2CCCCC2)cc1)Cc1ccnc2ccccc12 (centres undefined)
 : 1.6 | 1 | -13 | 6 | 2 | 1.4 | -28 | -17 | 2
> COc1ccc(CN2CCN(C3CCSCC3)CC2CCO)c(C)c1C (centres undefined)
 : -0.5 | -1 | -19 | 14 | 0 | 5.4 | -1 | -11 | 5
> COc1ccc(CCn2c(C)c(C(C)=O)c3cc(OC(=O)c4ccco4)ccc32)cc1OC
 : -1.9 | -1 | 1 | 3 | -5 | 1.5 | -16 | -3 | 3
> c1ccc(-c2c(-c3ccccc3)n(Cc3ccco3)c3ncnc(NCCCn4ccnc4)c23)cc1
 : -2.9 | 0 | -27 | 8 | -8 | 1.7 | -20 | -4 | 6
> Cc1cc(C(F)(F)F)nc(-n2cc(-c3ccccc3)nn2)n1
 : 0.7 | 3 | 11 | 8 | 1 | 0.1 | -1 | -4 | 2
> O=S1(=O)CCN2C(c3ccc4c(c3)CCCC4)=CSC2=N1
 : 0.4 | -2 | -6 | 2 | -5 | 2.7 | -7 | 8 | -2
> COCCNC(=O)/C(C#N)=C/c1ccc(OCC(=O)NC2CCCCC2)cc1
 : -1.1 | 0 | -12 | 5 | 2 | 0.1 | -17 | -7 | 5
> CCOc1ccc(OCc2cccc(C(=O)N(CC)CC)c2)cc1
 : 0.1 | 3 | -10 | 1 | -2 | -1.1 | -17 | -3 | -2
> CCOC(=O)C1=C(CN2CCSCC2)NC(=O)NC1c1cccc([N+](=O)[O-])c1 (centres undefined)
 : 0.1 | -4 | 1 | 4 | -1 | 1.9 | -27 | -7 | -2
> COc1ccc(N(CC(=O)NC2CCCC2)C(=O)c2csnn2)cc1
 : 1.2 | -2 | 13 | 5 | 3 | 0.8 | · | -6 | -2
> O=C(Oc1ccc(Cl)cc1)N1CCCCC1
 : 0.8 | -2 | -2 | 3 | 4 | -1.1 | · | -9 | 1
> Cc1ccn(-c2cccc(-n3ccc(C)n3)n2)n1
 : -0.6 | 7 | -13 | 4 | 3 | 0.3 | -24 | -10 | -2
> CC(=O)Nc1ccc(C2=NNC(=NCC3CCCO3)SC2)cc1 (centres undefined)
 : 0.6 | 0 | 3 | 6 | 3[fluorescence artefact?] | -0.4 | -15 | 9 | 4
> CCCCn1c(=O)nc2n(-c3ccc(OC)cc3)c3ccccc3cc-2c1=O
 : 1.3 | 0 | -4 | -1 | 9 | 1.2 | -5 | -26 | -2
> Cc1ccc2nc(C)c3c(c2c1)N(c1ccc(F)cc1)CC3
 : -2.0 | -1 | -79 | -1 | -1 | 1.2 | -8 | -15 | -1
> CCC(=O)N1CCN=C1SCc1ccccc1
 : 1.1 | -2 | -8 | 1 | -2[fluorescence artefact?] | -0.9 | -12 | -2 | 1
> Cn1c(Cl)cnc1C1CC(=O)c2cc(Cl)ccc2O1 (centres undefined)
 : 0.7 | -2 | 1 | 50* | -3 | -1.7 | -6 | 27 | 55*
> C=CCn1c(SCc2nc(N)nc(N(C)C)n2)nnc1-c1cccnc1
 : 0.0 | 2 | -19 | 5 | 7[fluorescence artefact?] | -0.1 | -8 | -8 | 3
> C=CCNC(=O)C12CC3(C)CC(C)(CC(C)(C3)C1)C2
 : 0.6 | -2 | -5 | 3 | -5 | -3.5 | -17 | -37 | -4
> Cc1nc(NCc2ccco2)[nH]c(=O)c1CCC(C)C
 : 1.1 | 2 | 2 | 11 | 0 | 2.6 | -10 | -3 | 3
> C=CCN(C(=O)Cn1c(C(=O)OC)cc2oc(C)cc21)c1ccccc1
 : -0.7 | -1 | -1 | 4 | -4 | 3.1 | -82 | -16 | -3
> Cc1ccc(-c2c(C)n([O-])c3c([n+]2=O)CCCCC3)cc1
 : 0.1 | -3 | 1 | 3 | 0 | -0.7 | 2 | -9 | -1
> CC1(C)CC(=O)C=C(Nc2cccc(O)c2)C1
 : 1.0 | -3 | 10 | 3 | -1 | -0.3 | -2 | 5 | -2
> CCc1ccc(N(C(=O)c2csnn2)C(C(=O)NC(C)(C)C)c2ccncc2)cc1 (centres undefined)
 : -0.4 | 0 | 9 | -4 | -12 | -1.7 | -16 | -8 | -3
> CCCCc1nc2c(=O)[nH]c3ccccc3c2o1
 : -0.2 | -2 | 2 | 1 | -3 | -0.1 | -6 | -10 | 2
> O=C(CN1CCOCC1)Nc1nc2cc([N+](=O)[O-])ccc2s1
 : 0.9 | 1 | -9 | 8 | -2 | -1.9 | -17 | -7 | 2
> O=C(CSc1nc(-c2cccs2)cc(C(F)(F)F)n1)Nc1cc(OCC(F)(F)C(F)F)cc([N+](=O)[O-])c1
 : 0.1 | 1 | 1 | 5 | 2 | 1.4 | · | 0 | -4
> O=c1[nH]c2ccccc2cc1-c1noc(-c2cccnc2)n1
 : 0.3 | -1 | -3 | 0 | 1 | 1.4 | 4 | -2 | -2
> CCCc1cc2c(=O)c(-c3ccccn3)coc2cc1OC
 : -0.5 | 0 | 2 | 0 | -27 | 0.3 | -9 | -9 | 3
> O=C(O)/C=C/c1cccc(OCc2ccccc2)c1
 : 0.1 | 3 | 21 | -1 | 5 | 1.6 | -8 | 0 | 2
> CCN(Cc1ccccc1)C(c1cc2ccc(C)cc2[nH]c1=O)c1nnnn1CCOC (centres undefined)
 : 1.4 | -2 | 8 | 1 | 0 | 1.2 | -2 | 14 | 1
> O=C(CSc1nc2ccccc2[nH]1)NCCCn1ccnc1
 : 0.9 | 8 | -5 | 5 | 2[fluorescence artefact?] | -2.4 | 1 | -11 | 3
> COc1cccc(C2Nc3cc(Cl)c(S(N)(=O)=O)cc3S(=O)(=O)N2)c1 (centres undefined)
 : -0.4 | 0 | 4 | 8 | 5 | -0.7 | -10 | 11 | 2
> CC(NC(=O)COC(=O)c1cc(=O)[nH]c2ccccc12)c1ccccc1 (centres undefined)
 : 0.5 | 2 | 1 | 1 | 2 | -2.4 | -11 | -7 | 4
> Cc1cc2nnn(-c3nnc(-c4ccccc4)c4ccccc34)c2cc1C
 : 1.5 | -3 | -6 | 4 | -26 | -1.2 | 4 | 1 | 1
> CC(=O)c1c(C)[nH]c(C(=O)OCC(=O)N(C)C)c1C
 : 2.0 | 0 | -8 | 0 | 1 | -1.1 | -11 | -18 | -3
> COc1cc(/C=C/C(=O)OCC(=O)c2c(N)n(C)c(=O)n(C)c2=O)ccc1O
 : 1.6 | -1 | 2 | 7 | 4 | 0.1 | -18 | -17 | 0

Compound activity from PubChem BioAssay.

Hits appear at their usual frequency, and some 4.1% of all compounds hit somewhere here.
